Eya2 phos inh: blocks the phosphatase activity of human Eya2; hit rate 0.006% among 330,000; recombinant Eya2, OMFP fluorescence dephosphorylation (OMFP is methylfluorescein phosphate); O00167; Potency, µM (highest dose often 76.9 µM), inactives show at the highest dose activity, negative = inhibition, usual class: inhibitors; also: potency is read from the fitted curve at half-maximal effect; % is scaled to controls: 0 for no effect and ±100 for the full control effect
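Eya2 (0.2 uM) preincubated 10 min at ambient with compound, then OMFP substrate added at 50 uM; 10 min reaction in 50 mM HEPES pH 7.5, 50 mM NaCl, 5 uM MgCl2, 0.05% BSA, 1 mM DTT. Fluorescence read at Ex 485/Em 525 nm.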
BCR signal inh: blocks chronic active B-cell receptor signaling; ABC-DLBCL IkBa-CBG/CBR reporter, luminescence ratio, 4 h; Potency, µM (doses to about 46.1 µM), for inactives: at the highest dose ratio change, negative = lower green/red ratio, most hits filed as inhibitors; hit rate 0.05% among 340,000; active = well fitted inhibition curve with a large enough effect in the signal ratio, with a control signal flat, not every such curve was filed as active; inconclusive = small, poorly fitted or top-dose-only effect, or effect the other way, or a change in a side signal; the % refers to the signal ratio;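 also: potency is read from the fitted curve at half-maximal effect; plate controls were basal doxycycline-induced cells for no effect and cells given 10 µM MG132 for full effect; MG132 reads +100%, hits lower the ratio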
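Doxycycline induced both beetle luciferases in TMD8 lymphoma cells; IKK-driven degradation limits the IkappaBalpha-fused green signal, while red luminescence normalises for cell number and nonspecific effects. Compounds tested up to 46 uM, 4 hrs.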
TSHR antagonist: blocks TSH signaling through the human TSH receptor | TSHR-expressing cells, TSH-stimulated cAMP HTRF, 2 h; stronger effect = lower value | activity change, negative = inhibition, % at 11.5 µM | hit rate 0.2% among 330,000;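 active = activity change below a set negative limit, meaning inhibition stronger than a set level, cut at about -70% in these data; inconclusive = activity change between two set negative limits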; also: % is scaled to controls: 0 for no effect and ±100 for the full control effect
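TSHR-expressing cells, 200/well, pre-treated with compound, then stimulated with EC80 TSH (4nM final) for 2 hours at 37 deg C. cAMP measured by competitive HTRF: anti-cAMP cryptate antibody in lysis buffer plus cAMP-d2, read after 30 minutes at room temperature.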
TCR act: T cell receptor activation. primary human leukocytes, anti-CD3, IL-2 HTRF, 48 h. Potency, µM (titrated, usually from 9.22 µM), for inactives: at the top dose activation of IL-2 secretion, actives largely listed as activators. 330,000 tested, under 10 active; also: % of control where 0% means no effect
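Primary human leukocytes receive a-CD3 beads and test compound and are incubated 48 hr. Secreted IL-2 is then assayed by HTRF, measuring 665nm acceptor emission after 320nm excitation of the europium donor.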
AT treatment: potential ataxia-telangiectasia treatment; hit rate 0.19% among 320,000; AID 485349; Potency, µM (titrated, usually from 57.5 µM), without a hit: at the top dose activation, hits mostly activators; […] A-T fibroblasts, KAP-1 phosphorylation AlphaLISA; neocarzinostatin DNA damage 30 min before lysis; also: potency is read from the fitted curve at half-maximal effect; % of control where 0% means no effect; nearly all actives have a fitted effect of over 45% in size
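ATM-like activity read as KAP-1 phosphorylation via AlphaLISA donor/acceptor antibody pairs after lysis and 6 hr at 25C. Cells were ATM-null patient fibroblasts ([…], hTERT), dosed 60 min, then exposed to the DSB inducer NCS for 30 min.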
Tb PFK inh: inhibitors of T. brucei phosphofructokinase; O15648; T. brucei PFK, ADP-Glo luminescence; Potency, µM (doses to about 57.5 µM), for the others: top-dose activity, negative = inhibition, hits mostly inhibitors; hit rate 0.17% among 330,000;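 also: potency is read from the fitted curve at half-maximal effect; 0% = uninhibited 1x PFK enzyme wells and -100% = no-enzyme wells; nearly all actives have a fitted effect of over 60% in size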
Target sequence (O15648 whole entry, looked up): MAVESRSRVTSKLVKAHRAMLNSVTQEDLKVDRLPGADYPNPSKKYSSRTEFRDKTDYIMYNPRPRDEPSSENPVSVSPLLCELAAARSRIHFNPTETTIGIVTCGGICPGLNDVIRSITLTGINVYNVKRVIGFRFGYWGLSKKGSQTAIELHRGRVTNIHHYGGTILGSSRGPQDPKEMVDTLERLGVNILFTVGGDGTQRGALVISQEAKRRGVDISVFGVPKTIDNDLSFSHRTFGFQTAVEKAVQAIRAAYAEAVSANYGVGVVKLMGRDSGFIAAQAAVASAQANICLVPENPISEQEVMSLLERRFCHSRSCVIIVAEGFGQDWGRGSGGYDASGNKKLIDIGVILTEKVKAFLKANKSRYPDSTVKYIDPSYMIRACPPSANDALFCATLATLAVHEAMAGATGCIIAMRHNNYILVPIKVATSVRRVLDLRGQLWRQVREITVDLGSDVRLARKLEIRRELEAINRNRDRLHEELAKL
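In TEA buffer at pH 8.0 with 5 mM MgCl2, enzyme (1.25 nM) converted F6P (0.5 mM) and ATP (0.1 mM) for 45 min at room temperature. ADP product was read by luciferase luminescence.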
ASM inhibitor: human S-ASM enzyme inhibition; P17405; hit rate 0.006% among 340,000; placental ASM, HMU-PC fluorogenic substrate, 60 min; Potency, µM (doses to about 57.5 µM), for inactives: top-dose activity change, negative = inhibition, actives largely listed as inhibitors; also: potency is read from the fitted curve at half-maximal effect
Target sequence (P17405 47-631 limits assumed): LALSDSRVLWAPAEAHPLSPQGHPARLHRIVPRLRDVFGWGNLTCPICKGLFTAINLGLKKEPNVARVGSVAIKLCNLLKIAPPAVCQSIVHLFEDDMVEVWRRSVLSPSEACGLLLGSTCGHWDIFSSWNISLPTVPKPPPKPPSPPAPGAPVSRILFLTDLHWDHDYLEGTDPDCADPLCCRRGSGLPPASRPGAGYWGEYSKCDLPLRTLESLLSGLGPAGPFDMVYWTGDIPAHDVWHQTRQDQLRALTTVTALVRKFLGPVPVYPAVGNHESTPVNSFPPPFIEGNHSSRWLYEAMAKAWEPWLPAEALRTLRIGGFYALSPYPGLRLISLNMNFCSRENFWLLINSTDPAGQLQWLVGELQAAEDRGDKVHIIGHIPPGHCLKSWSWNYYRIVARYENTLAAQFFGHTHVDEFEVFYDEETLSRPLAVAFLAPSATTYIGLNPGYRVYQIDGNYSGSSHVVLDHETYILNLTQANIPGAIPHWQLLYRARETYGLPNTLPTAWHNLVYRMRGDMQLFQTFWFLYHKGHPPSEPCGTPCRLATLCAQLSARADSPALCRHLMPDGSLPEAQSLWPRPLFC
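qHTS format. ASM enzyme prepared from human placenta hydrolyses the fluorogenic substrate HMU-PC0 (9 uM final) over 60 min at 37 °C after a 10 min compound preincubation.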
TSG101-PTAP inh: blocks PTAP/TSG101 interaction to inhibit HIV-1 budding | Potency, µM (doses to about 115 µM), without a hit: at the top dose activity change, negative = inhibition, most hits filed as inhibitors | Fluorescence polarization, FITC-PTAP peptide / Tsg101 binding | 340,000 tested, under 10 active; active = well fitted inhibition curve with a large enough effect in the main read-out, with a control signal flat, not every such curve was filed as active; inconclusive = small, poorly fitted or top-dose-only effect, or effect the other way, or a change in a side signal; inactive = no such curve, though single readings can be large or run the other way; also: potency is read from the fitted curve at half-maximal effect; % of control where 0% means no effect
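Compounds were pin-transferred onto Tsg101 binding domain (10 uM final) in HEPES pH 7.5 buffer, then FITC-PTAP peptide was added at 50 nM final. After 20 min at RT, polarization reported peptide displacement across a qHTS concentration series.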
Mito fusion yeast: inhibitors of mitochondrial division or activators of mitochondrial fusion; S. cerevisiae fusion-defective mutant growth rescue, CellTiterGlo 48 h; hit rate 0.23% among 320,000; Potency, µM (doses to about 46.1 µM), for inactives: top-dose growth rescue (activation), hits mostly activators;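 also: potency is read from the fitted curve at half-maximal effect; % of control where 0% means no effect; nearly all actives have a fitted effect of over 45% in size; temperature-sensitive fusion mutants such as fzo1-1 at 37 °C on non-fermentable ethanol glycerol medium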
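S. cerevisiae fusion-defective temperature-sensitive mutants (e.g. fzo1-1, mgm1-5) grown 48 h at 37C in YPEG (ethanol/glycerol non-fermentable) medium with 23 nl compound per well; growth rescue read as CellTiterGlo luminescence.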
Integrin act MD: activators of alpha7 integrin expression for muscular dystrophy; Potency, µM (series often up to 38.3 µM), inactives show at the top dose activation, most hits filed as activators; alpha7betagal myoblasts, beta-gal FDG fluorescence, 48 h; hit rate 0.064% among 350,000;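 also: potency is read from the fitted curve at half-maximal effect; 100% = response of the positive control SU9516; nearly all actives have a fitted effect of over 60% in size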
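Alpha7betagal+/- myoblasts (passage 13) were plated 16-24 hr, then exposed to compounds (1:260 dilution of DMSO stock) for 48 hours at 37C. After MPER lysis, β-galactosidase reporter activity was read as FDG fluorescence (ex 480/em 540) after 30 minutes.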
ELG1 DNA repair: ELG1-dependent DNA repair inhibition; hit rate 2.3% among 330,000; Potency, µM (highest dose often 46.1 µM), for the others: at the top dose activity change, negative = inhibition, most hits filed as inhibitors; HEK293T ELG1-luciferase reporter, luminescence, 16 h; DNA damage induced by 5-fluorouridine; also: potency is read from the fitted curve at half-maximal effect; % is scaled to controls: 0 for no effect and ±100 for the full control effect; nearly all actives have a fitted effect of over 55% in size
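DMSO vehicle served as the neutral condition. Each well held 2,000 cells given 5-fluorouridine plus compound; after 16 hr at 37 °C/5% CO2, ONE-Glo was added and luciferase measured 30 min later.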
* hit, by the source's call; ? = inconclusive; nt = no result given; [ ] = another dose, or the depositor's remark. Unless noted, calls follow the shape of the dose curve; as a rule, active = well fitted curve in the direction sought with a large enough effect; inconclusive = small, poorly fitted or top-dose-only effect, or another doubt; inactive = no such curve, though single readings can be large; an effect the other way counts as inactive or inconclusive.

SMILES	Eya2 phos inh	BCR signal inh	TSHR antagonist	TCR act	AT treatment	Tb PFK inh	ASM inhibitor	TSG101-PTAP inh	Mito fusion yeast	Integrin act MD	ELG1 DNA repair
c1ccc2c(Nc3nnc(-c4ccncc4)s3)cccc2c1	-7%	?	-6	-3%	-9%	1%[0.46 µM]	-2%	-2%	0%	-1%	?
C=CCn1c(SCc2cccc(F)c2)nc2cc(C(=O)N3CCC(C(N)=O)CC3)ccc2c1=O	-3%	-8%	-1	-8%	-3%	0%	-4%	-9%	-3%	16%	?
CN(C)c1ccc(CNC(=O)CCc2ccc(S(=O)(=O)N3CCCCCC3)cc2)cc1	21%	4%	3	-5%	-12%	5%	1%	-2%	9%	-26%	-11%
O=C(N/N=C\c1cccs1)c1ccccc1-n1cccc1	3%	-2%	6	2%	-5%	-5%	1%	-2%	15%	-20%	6%
CCOC(=O)N1CCN(C(=O)C2CCN(S(=O)(=O)c3ccc(NC(C)=O)cc3)CC2)CC1	3%	3%	34	-7%	7%	3%	3%	-4%	0%	-17%	4%
CC(C)(C)NC(=O)C(=O)NNC(=O)C12CC3CC(CC(C3)C1)C2	-42%	-12%	0	-5%	-3%	-1%	-5%	7%	1%	-3%	0%
Cc1ccc(NC(=O)Cc2c(Cl)cccc2Cl)cc1S(=O)(=O)N(C)C	-8%	-1%	-11	-5%[46.1 µM]	2%	-9%	-3%	-2%	1%	7%	?
CCc1ccccc1N(C(C)=O)c1nc(CCl)cs1	0%	3%	-7	-3%	2%	3%	3%	-1%	1%	0%	?
Cc1cc(Br)ccc1SCC(=O)NNC(=O)c1ccco1	-6%	1%	16	nt	-6%	6%	-3%	-5%	-2%	18%	15%
O=C1CC(N(CCc2ccccc2)C(=S)Nc2ccccc2)C(=O)N1c1ccccc1 (stereo not given)	-9%	?	-3	2%[46.1 µM]	3%	5%	-6%	-2%	-26%	-55%[inhibitor]	-6%
Cc1ccc2c(c1)[C@H]1[C@H](CO2)[C@H](c2ccccc2)[C@]2(C)C(=O)Nc3cc(Cl)ccc3C(=O)N12	19%	?	-26	0%	6%	-17%	-12%	-1%	?	2%	-16%
Cc1c(NC(=O)C(=O)/C=C(\O)c2ccc(Cl)cc2)c(=O)n(-c2ccccc2)n1C	4%	7%	7	-2%[46.1 µM]	-12%	-1%	-3%	-9%	0%	12%	2%
CCOC(=O)C1=C(C)NC2=C(C(=O)C(C(=O)OC)C(C)C2)C1c1ccc(OC)c(O)c1 (stereo not given)	-8%	-22%	3	5%	10%	1%	30%[activator]	-6%	0%	-7%	13%
CCOc1cc(C)c(Cl)cc1S(=O)(=O)NCCOC	-1%	1%	-2	-6%[46.1 µM]	0%	-9%	0%	0%	5%	8%	4%
O=C(CSc1nnc(NC(=O)c2c(F)cccc2F)s1)NC1CC1	-2%	0%	9	-1%	4%	2%	2%	1%	1%	-8%	?
CC(C)N1CCc2c(sc(NC(=O)c3ccc(S(=O)(=O)N(C)CC4CCCO4)cc3)c2C(N)=O)C1 (stereo not given)	2%	-3%	15	0%	3%	-3%	-3%	-3%	-2%	-26%	-21%
COc1ccc(S(=O)(=O)Nc2cccc3c2O[C@H](CN(C)S(=O)(=O)c2ccc(F)cc2)[C@H](C)CN([C@H](C)CO)C3=O)cc1	10%	2%	7	1%	9%	11%	2%	2%	nt	-6%	6%
COc1cccc(CN2CCN(Cc3ccc(C)o3)CC2CCO)c1 (stereo not given)	-6%	21%	13	-3%	7%	-3%	-2%	-3%	0%	-35%	7%
O=C(Cc1coc2ccc3ccccc3c12)NC1CCCc2ccccc21 (stereo not given)	-10%	9%	3	-8%[46.1 µM]	11%	0%	-2%	0%	25%	-5%	-13%
COC(=O)c1ccc(NC(=O)CN2CCCC2)cc1	7%	?	1	4%	8%	-1%	4%	-4%	1%	-7%	?
Cc1ccc(S(=O)(=O)N/N=C2/CC(c3ccccc3)Oc3ccccc32)cc1 (stereo not given)	14%	?	0	-10%	5%	1%	-8%	2%	7%	?	0%
COc1cc(NC(=O)c2cccnc2SC)cc(OC)c1	-5%	-15%	-6	4%	6%	0%	5%	-4%	0%	?	-5%
CC(=O)Nc1ccc(NC(=O)CCNS(=O)(=O)c2cccc3nsnc23)cc1	-8%	0%	-2	1%	4%	-2%	-2%	-2%	4%	?	6%
COc1ccccc1C(=O)NCC(=O)N1CCN(S(=O)(=O)c2ccc3c(c2)OCCO3)CC1	11%	-5%	-7	-4%	-1%	-2%	-1%	-4%	4%	-19%	8%
O=C(NC(CSSCC(NC(=O)c1ccccc1)C(=O)O)C(=O)O)c1ccccc1 (stereo not given)	1%	2%	3	-3%	0%	4%	-2%	-2%	-2%	10%	6%
COc1cc(OC)c(S(=O)(=O)Nc2ccccc2N2CCCCC2)cc1NC(C)=O	12%	-1%	3	10%	-6%	-4%	-1%	-2%	-1%	0%	0%
COCCCn1c(Cc2csc(Nc3ccccc3)n2)nnc1SCC(N)=O	0%	-16%	0	-1%[46.1 µM]	nt	0%	4%	-10%	-1%	-4%	-9%
Cc1nc2ccc(Br)cn2c1C(=O)N/N=C\c1ccc(C(C)C)cc1	-2%	-5%	2	0%	6%	2%	-2%	-6%	-2%	-11%	?
COc1cccc(/C(O)=C2\C(=O)C(=O)N(c3ccccn3)C2c2cccc(OC)c2OC)c1 (stereo not given)	11%	?	13	0%	-2%	0%	-2%	-2%	-1%	-7%	1%
COc1ccc(S(=O)(=O)N2CCC3(CC2)CC(=O)c2ccccc2O3)cc1	-2%	1%	23	-7%	2%	-8%	-5%	0%	6%	15%	-22%
CCOc1ccccc1OCC(=O)Nc1nnc(C)s1	4%	?	-1	5%	8%	0%	-3%	-15%	4%	-29%	21%
CCOc1ccc(Cl)cc1S(=O)(=O)NC1CCCC1	-2%	-4%	4	-3%	14%	-1%	0%	-11%	-1%	3%	1%
Cc1noc(C)c1NC(=O)N(C)C[C@H]1Oc2ccc(NC(=O)CCC(F)(F)F)cc2C(=O)N([C@H](C)CO)C[C@@H]1C	-31%	-1%	-9	2%	4%	0%	0%	-9%	nt	3%	28%
COc1cc(Nc2ccc(S(N)(=O)=O)cc2)c([N+](=O)[O-])nc1[N+](=O)[O-]	6%	14%	8	-1%	-5%	-1%	-2%	-3%	-3%	-11%	?
c1ccc(N2CCN(CCc3nnc4n3CCCCC4)CC2)cc1	-13%	2%	-4	nt	12%	-1%	5%	-4%	1%	1%	-2%
CN(C)CCNC(=O)COc1ccc(C23CC4CC(CC(C4)C2)C3)cc1	-7%	-11%	-2	3%	-4%	1%	-8%	-1%	3%	-62%[inhibitor]	10%
CCc1nonc1NC(=O)c1oc2cc(Br)ccc2c1C	4%	1%	1	6%	3%	-10%	-1%	-4%	-8%	48%	?
O=C(N/N=C/c1cccc([N+](=O)[O-])c1)c1ccc2c(c1)OCCO2	-7%	?	8	nt	1%	0%	4%	4%	-2%	-15%	?
CC(=O)c1ccccc1NC(=O)CCCNC(=O)c1ccc(Cl)cc1	-13%	1%	-3	1%	0%	-3%	-2%	-1%	-1%	-18%	-1%
COc1ccc(NC(=O)Cn2c(NCC(C)O)nc3ccccc32)cc1Cl (stereo not given)	1%	-1%	6	3%	-1%	0%	5%	0%	5%	4%	10%
CCOc1ccccc1N1CC(C(=O)N(C)Cc2cccnc2)CC1=O (stereo not given)	-5%	1%	4	-2%	4%	3%	4%	-6%	2%	-2%	1%
C=CCn1c(Cc2nc3ccccc3[nH]2)n[nH]c1=S	-3%	-1%	3	nt	-5%	?	2%	-3%	0%	-20%[7.66 µM]	?

Source: PubChem
